Source: PubChem
TcdB inh = blocks C. difficile toxin B glycohydrolase activity. 0.24% of 350,000 active. TcdB glycohydrolase enzymatic assay, plate reader. inhibition, % at 9.99 µM. P18177; in the data active = inhibition above about 10%
* hit, by the source's call. An excerpt; the hit share may differ from the screen's.

SMILES | TcdB inh
O=C(NC[C@H]1[C@@H](c2ccccc2)[C@@H](CO)N1Cc1ccccn1)C1CC1 | 1.0
COc1cccc(NC(=O)N(C)C[C@H]2Oc3cc(-c4ccccc4OC)ccc3S(=O)(=O)N([C@H](C)CO)C[C@@H]2C)c1 | 0.8
C[C@H]1CN([C@@H](C)CO)S(=O)(=O)c2ccc(C#Cc3ccccc3F)cc2O[C@@H]1CN(C)C(=O)Cc1cccnc1 | -11
O=C(C[C@H]1CC[C@H](NC(=O)c2ccccc2)[C@@H](CO)O1)NCCc1ccncc1 | 0.6
CNC[C@H]1Oc2ccc(NS(=O)(=O)c3ccc(OC)cc3)cc2C(=O)N([C@@H](C)CO)C[C@@H]1C | -0.2
C[C@H](CO)N1C[C@H](C)[C@H](CN(C)C(=O)c2ccc3c(c2)OCO3)Oc2ncc(C#CCN(C)C)cc2C1=O | 0.2
C[C@H](CO)N1C[C@H](C)[C@@H](CN(C)Cc2ccc(C(=O)O)cc2)OCCCC[C@H](C)Oc2ccc(NC(=O)Nc3ccccc3)cc2C1=O | -21
C[C@H]1CN([C@@H](C)CO)C(=O)Cc2cc(NC(=O)Nc3cccc4ccccc34)ccc2O[C@@H]1CN(C)C(=O)Nc1ccc(C(F)(F)F)cc1 | -0.6
COc1ccc(S(=O)(=O)Nc2ccc3c(c2)C(=O)N([C@@H](C)CO)C[C@@H](C)[C@H](CN(C)C(=O)Nc2ccc(F)cc2)OCCCC[C@@H](C)O3)cc1 | 0.3
CN1c2ccc(-c3ccccc3)cc2[C@H]2[C@H](CCN2S(=O)(=O)c2ccccc2F)[C@H]1CO | -0.7
C[C@H]1CN([C@@H](C)CO)C(=O)c2cc(NS(=O)(=O)c3ccccc3)ccc2O[C@@H]1CN(C)S(=O)(=O)c1cccs1 | -1.0
COc1ccc2c3c(n(C)c2c1)[C@@H](CO)N(C(=O)C1CCCC1)CC31CCN(C(=O)c2ccncc2)CC1 | -0.6
C[C@H](CO)N1C[C@H](C)[C@H](CN(C)C(=O)Nc2ccccc2F)Oc2ncc(-c3ccccc3)cc2C1=O | -2.5
O=C(C[C@@H]1CC[C@H](NC(=O)Nc2ccc3c(c2)OCO3)[C@@H](CO)O1)NCc1ccccc1 | -1.1
CCN1[C@H](C(=O)Nc2ccccc2)[C@@H](CO)[C@@H]2Cn3c(ccc(-c4ccc(F)cc4)c3=O)[C@@H]21 | 0.1
C[C@@H]1CN([C@@H](C)CO)C(=O)c2cc(NS(=O)(=O)c3ccc(F)cc3)ccc2O[C@H]1CN(C)Cc1ccc(-c2ccccc2)cc1 | -0.1
C[C@H](CO)N1C[C@H](C)[C@@H](CN(C)C(=O)Nc2cccc3ccccc23)OCCCC[C@H](C)Oc2ccc(NS(=O)(=O)c3ccc(Cl)cc3)cc2C1=O | -0.8
O=C(Cc1ccccn1)NCC[C@H]1CC[C@H](NC(=O)Nc2ccc(Cl)cc2)[C@H](CO)O1 | -0.3
OC[C@@H]1[C@@H](c2ccc(-c3cccnc3)cc2)[C@H]2CN(CC3CCOCC3)CCCCN12 | -0.6
C[C@H]1CCCCO[C@H](CN(C)C(=O)c2ccncc2)[C@@H](C)CN([C@@H](C)CO)C(=O)c2cc(NC(=O)c3ccccc3)ccc2O1 | -1.9
C[C@@H]1CN([C@H](C)CO)C(=O)Cc2cc(NS(=O)(=O)c3cccs3)ccc2O[C@@H]1CN(C)C | -0.7
C[C@@H]1CCCCO[C@@H](CN(C)C)[C@@H](C)CN([C@@H](C)CO)C(=O)c2cc(NC(=O)Nc3ccc(F)cc3)ccc2O1 | -0.2
C[C@@H]1CN([C@H](C)CO)C(=O)c2cccc(NC(=O)c3ccncc3)c2O[C@@H]1CN(C)C(=O)Nc1ccc(C(F)(F)F)cc1 | 1.4
COc1ccc(NC(=O)N2C[C@@H](O)COC[C@@H]3O[C@H](CC(=O)NC4Cc5ccccc5C4)CC[C@H]32)cc1 | -2.3
C[C@H]1CCCCO[C@@H](CN(C)C(=O)c2ccncc2)[C@@H](C)CN([C@@H](C)CO)C(=O)c2cc(N(C)C)ccc2O1 | -30
COCC(=O)Nc1ccc2c(c1)C(=O)N(C)C[C@H](OC)[C@H](C)CN(Cc1ccccc1)[C@@H](C)CO2 | -0.2
CCCNC(=O)Nc1ccc2c(c1)C(=O)N(C)[C@@H]1CC[C@H](CC(=O)NCc3ccccc3)O[C@H]1CO2 | -1.4
C[C@@H]1CN([C@@H](C)CO)C(=O)c2cccc(NC(=O)NC3CCCCC3)c2O[C@H]1CN(C)S(=O)(=O)c1ccc(F)cc1 | 0.7
CN(C)CCCNC(=O)C[C@@H]1CC[C@H]2[C@@H](COC[C@@H](O)CN2Cc2cccc(C(F)(F)F)c2)O1 | 0.4
O=C(C[C@H]1CC[C@H]2[C@@H](COC[C@H](O)CN2CC2CCCCC2)O1)NCc1ccc(Cl)cc1 | 1.5
COc1ccccc1C#Cc1ccc([C@@H]2[C@@H](C#N)N(C(=O)C3CC3)[C@@H]2CO)cc1 | 1.6
Cc1ccc(S(=O)(=O)N(C)C[C@@H]2Oc3ncc(Br)cc3C(=O)N([C@@H](C)CO)C[C@H]2C)cc1 | -2.7
O=C(C[C@@H]1CC[C@@H]2[C@H](COC[C@H](O)CN2CCc2ccccc2)O1)NCCCN1CCOCC1 | -2.4
COc1ccc(CN(C)C[C@H]2OCCCC[C@H](C)Oc3ccc(NC(=O)NC4CCCCC4)cc3C(=O)N([C@@H](C)CO)C[C@@H]2C)cc1 | 0.4
O=C(C[C@@H]1CC[C@H]2[C@@H](COC[C@H](O)CN2CC2CCCCC2)O1)NCc1ccc(Cl)cc1 | -1.9
Cc1noc(C)c1S(=O)(=O)Nc1ccc2c(c1)C(=O)N([C@@H](C)CO)C[C@H](C)[C@H](CN(C)CC1CCCCC1)OCCCC[C@H](C)O2 | -0.9
CCCC#Cc1ccc([C@@H]2[C@@H](CO)N3C(=O)CN(S(=O)(=O)c4ccccc4C)C[C@@H]23)cc1 | -0.3
C[C@H]1CN([C@@H](C)CO)C(=O)c2cc(NC(=O)c3ccncc3)ccc2O[C@H]1CN(C)S(=O)(=O)c1cccs1 | 0.0
C[C@H](CO)N1C[C@H](C)[C@@H](CN(C)Cc2ccc3c(c2)OCO3)Oc2cc(C#CCN(C)C)ccc2S1(=O)=O | 0.4
C[C@H]1CN([C@@H](C)CO)C(=O)c2cccc(N(C)C)c2O[C@@H]1CN(C)Cc1ccc(Oc2ccccc2)cc1 | 1.4
COCCNC(=O)C[C@@H]1C[C@H]2c3cc(NS(=O)(=O)c4ccccc4)ccc3O[C@H]2[C@H](CO)O1 | 1.0
C[C@@H]1CN([C@H](C)CO)C(=O)c2cc(NC(=O)Nc3cccc4ccccc34)ccc2O[C@@H]1CN(C)C(=O)Nc1ccc(F)cc1 | 0.0
C[C@@H]1CN([C@@H](C)CO)C(=O)c2cc(NC(=O)Nc3ccccc3)ccc2O[C@H]1CN(C)C(=O)NC1CCCCC1 | -0.5
O=C(C1CCC1)N1CC(=O)N2[C@H](C1)[C@H](c1ccc(Br)cc1)[C@@H]2CO | -0.1
O=C(C[C@@H]1C=C[C@@H](NS(=O)(=O)c2ccc(F)cc2)[C@H](CO)O1)NCCN1CCCCC1 | -0.6
CO[C@H]1CN(C)C(=O)c2ccc(NC(=O)NC(C)C)cc2OC[C@H](C)N(CC2CC2)C[C@@H]1C | -0.1
COc1ccccc1C(=O)Nc1ccc2c(c1)OC[C@@H](C)NC[C@H](C)[C@@H](OC)CN(C)C2=O | 0.6
C[C@@H]1CCCCO[C@H](CN(C)C(=O)Nc2ccc(C(F)(F)F)cc2)[C@H](C)CN([C@@H](C)CO)C(=O)c2cc(NS(=O)(=O)c3cn(C)cn3)ccc2O1 | 0.4
CCC(=O)N(C)C[C@H]1Oc2cc(-c3ccccc3OC)ccc2S(=O)(=O)N([C@H](C)CO)C[C@H]1C | 0.6
COCC#Cc1ccc2c(c1)O[C@H](CN(C)Cc1ccncc1)[C@@H](C)CN([C@@H](C)CO)S2(=O)=O | 0.5
(continued)
SMILES | TcdB inh
COc1ccc(CN(C)C[C@@H]2OCCCC[C@H](C)Oc3ccc(NS(=O)(=O)c4ccc(F)cc4)cc3C(=O)N([C@H](C)CO)C[C@H]2C)cc1 | -1.0
C[C@H](CO)N1C[C@H](C)[C@H](CN(C)Cc2ccncc2)OCCCC[C@H](C)Oc2ccc(NS(=O)(=O)c3ccc(Cl)cc3)cc2C1=O | 0.5
Cc1ccc(S(=O)(=O)N(C)C[C@@H]2Oc3ncc(-c4ccccc4)cc3C(=O)N([C@@H](C)CO)C[C@H]2C)cc1 | 0.9
COc1ccc(S(=O)(=O)N(C)C[C@H]2OCCCC[C@@H](C)Oc3ccc(NC(=O)Nc4ccc(C(F)(F)F)cc4)cc3C(=O)N([C@@H](C)CO)C[C@@H]2C)cc1 | -5.1
COCC(=O)Nc1ccc2c(c1)OC[C@@H](C)N(Cc1cc(F)ccc1F)C[C@H](C)[C@@H](OC)CN(C)C2=O | 0.2
CO[C@H]1CN(C)C(=O)c2cc(NC(=O)C3CC3)ccc2OC[C@@H](C)N(C(=O)CN(C)C)C[C@@H]1C | -1.6
C[C@@H]1CCCCO[C@H](CN(C)S(=O)(=O)c2cn(C)cn2)[C@H](C)CN([C@H](C)CO)C(=O)c2cc(NS(=O)(=O)c3ccc(F)cc3)ccc2O1 | 0.3
COc1cccc(S(=O)(=O)Nc2ccc3c(c2)[C@H]2C[C@H](CC(=O)O)O[C@H](CO)[C@H]2O3)c1 | -1.0
C[C@H](NC(=O)[C@H]1[C@H](CO)[C@H]2Cn3c(cccc3=O)[C@H]2N1CCC(F)(F)F)c1ccccc1 | -0.1
COc1ccc(NC(=O)Nc2ccc3c(c2)C(=O)N([C@@H](C)CO)C[C@H](C)[C@H](CN(C)C(=O)Nc2ccc(OC)cc2)O3)cc1 | 1.6
CCN1[C@@H]2Cn3c(ccc(-c4cccc(C(=O)N(C)C)c4)c3=O)[C@H]1[C@@H](C(=O)OC)[C@@H]2CO | 0.5
C[C@@H](NC(=O)[C@H]1[C@H](CO)[C@H]2Cn3c(cccc3=O)[C@H]2N1CC1CCCCC1)c1ccccc1 | -0.4
CCCNC(=O)C[C@@H]1C[C@@H]2c3cc(NC(=O)NC4CCCC4)ccc3O[C@@H]2[C@@H](CO)O1 | -0.7
C[C@H](CO)N1C[C@H](C)[C@@H](CN(C)C(=O)Cc2cccnc2)Oc2ncc(-c3ccncc3)cc2C1=O | -1.3
CCCNC(=O)[C@@H]1[C@@H](CO)[C@@H]2Cn3c(ccc(-c4ccc(F)cc4)c3=O)[C@H]1N2CC | 0.0
CCS(=O)(=O)Nc1ccc2c(c1)C(=O)N(C)[C@@H]1CC[C@H](CC(=O)Nc3ccccc3)O[C@H]1CO2 | -0.2
CO[C@@H]1CN(C)C(=O)c2cc(NC(=O)c3cc(C)on3)ccc2OC[C@@H](C)N(S(=O)(=O)c2cccc(C)c2)C[C@H]1C | -0.4
C[C@H]1CN([C@@H](C)CO)C(=O)c2cc(NC(=O)Cc3ccccc3)ccc2O[C@@H]1CN(C)S(=O)(=O)c1cccs1 | -2.5
C[C@@H]1CN([C@H](C)CO)C(=O)c2cccc(NS(=O)(=O)c3ccc(F)cc3)c2O[C@@H]1CN(C)Cc1ccc(C(=O)O)cc1 | 0.0
CO[C@@H](CN(C)S(=O)(=O)c1cn(C)cn1)[C@H](C)CN(C(=O)Nc1ccc(C(F)(F)F)cc1)[C@@H](C)CO | -1.7
O=C(c1cccc(F)c1)N1CCCCN2[C@H](CO)[C@@H](c3ccc(C#CC4(O)CCCC4)cc3)[C@@H]2C1 | 0.1
CC(C)NC(=O)N(C)C[C@H]1Oc2ccc(N(C)C)cc2CC(=O)N([C@@H](C)CO)C[C@H]1C | -3.6
O=C(C[C@@H]1CC[C@H](NC(=O)c2ccc(F)cc2)[C@@H](CO)O1)NCCc1ccccc1 | 0.7
CO[C@@H]1CN(C)C(=O)c2cc(NS(=O)(=O)c3ccccc3)ccc2OC[C@H](C)N(Cc2nccs2)C[C@H]1C | 0.6
CN1C(=O)c2cc(NC(=O)Nc3ccccc3F)ccc2OC[C@@H]2O[C@H](CC(=O)NCc3ccc(-c4ccccc4)cc3)CC[C@H]21 | 0.6
CN1C(=O)c2cc(NC(=O)NC3CCCC3)ccc2OC[C@@H]2O[C@@H](CC(=O)O)CC[C@@H]21 | 0.7
N#Cc1ccc(-c2ccc([C@H]3[C@@H](CO)N4C(=O)CN(C(=O)Cc5ccccc5)C[C@@H]34)cc2)cc1 | 0.0
CC(C)NC(=O)N(C)C[C@@H]1Oc2c(NS(C)(=O)=O)cccc2C(=O)N([C@H](C)CO)C[C@@H]1C | -0.2
COCC(=O)N1[C@H](C#N)[C@H](c2ccc(C3=CCCCC3)cc2)[C@H]1CO | 1.1

11 compounds from above, ordered by molar mass, high to low.
SMILES | TcdB inh
CN1C(=O)c2cc(NC(=O)Nc3ccccc3F)ccc2OC[C@@H]2O[C@H](CC(=O)NCc3ccc(-c4ccccc4)cc3)CC[C@H]21 | 0.6
C[C@@H]1CN([C@H](C)CO)C(=O)c2cccc(NS(=O)(=O)c3ccc(F)cc3)c2O[C@@H]1CN(C)Cc1ccc(C(=O)O)cc1 | 0.0
CO[C@@H]1CN(C)C(=O)c2cc(NC(=O)c3cc(C)on3)ccc2OC[C@@H](C)N(S(=O)(=O)c2cccc(C)c2)C[C@H]1C | -0.4
C[C@H]1CN([C@@H](C)CO)C(=O)c2cc(NC(=O)Cc3ccccc3)ccc2O[C@@H]1CN(C)S(=O)(=O)c1cccs1 | -2.5
CO[C@@H](CN(C)S(=O)(=O)c1cn(C)cn1)[C@H](C)CN(C(=O)Nc1ccc(C(F)(F)F)cc1)[C@@H](C)CO | -1.7
CCS(=O)(=O)Nc1ccc2c(c1)C(=O)N(C)[C@@H]1CC[C@H](CC(=O)Nc3ccccc3)O[C@H]1CO2 | -0.2
O=C(c1cccc(F)c1)N1CCCCN2[C@H](CO)[C@@H](c3ccc(C#CC4(O)CCCC4)cc3)[C@@H]2C1 | 0.1
CC(C)NC(=O)N(C)C[C@@H]1Oc2c(NS(C)(=O)=O)cccc2C(=O)N([C@H](C)CO)C[C@@H]1C | -0.2
N#Cc1ccc(-c2ccc([C@H]3[C@@H](CO)N4C(=O)CN(C(=O)Cc5ccccc5)C[C@@H]34)cc2)cc1 | 0.0
O=C(C[C@@H]1CC[C@H](NC(=O)c2ccc(F)cc2)[C@@H](CO)O1)NCCc1ccccc1 | 0.7
COCC(=O)N1[C@H](C#N)[C@H](c2ccc(C3=CCCCC3)cc2)[C@H]1CO | 1.1
